High-throughput results (PubChem)
STEP inh: inhibitors of human striatal-enriched phosphatase STEP. inhibition, % at 20 µM. 360,000 compounds, 0.25% hits. recombinant STEP, OMFP fluorogenic substrate, fluorescence. AID 588621. P54829;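 active = inhibition at 20 µM, scaled per plate between control wells, above about 37%, limit read from the data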;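 note: 0% = DMSO with enzyme and substrate and 100% = substrate only without enzyme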
Target sequence (P54829 whole entry, looked up): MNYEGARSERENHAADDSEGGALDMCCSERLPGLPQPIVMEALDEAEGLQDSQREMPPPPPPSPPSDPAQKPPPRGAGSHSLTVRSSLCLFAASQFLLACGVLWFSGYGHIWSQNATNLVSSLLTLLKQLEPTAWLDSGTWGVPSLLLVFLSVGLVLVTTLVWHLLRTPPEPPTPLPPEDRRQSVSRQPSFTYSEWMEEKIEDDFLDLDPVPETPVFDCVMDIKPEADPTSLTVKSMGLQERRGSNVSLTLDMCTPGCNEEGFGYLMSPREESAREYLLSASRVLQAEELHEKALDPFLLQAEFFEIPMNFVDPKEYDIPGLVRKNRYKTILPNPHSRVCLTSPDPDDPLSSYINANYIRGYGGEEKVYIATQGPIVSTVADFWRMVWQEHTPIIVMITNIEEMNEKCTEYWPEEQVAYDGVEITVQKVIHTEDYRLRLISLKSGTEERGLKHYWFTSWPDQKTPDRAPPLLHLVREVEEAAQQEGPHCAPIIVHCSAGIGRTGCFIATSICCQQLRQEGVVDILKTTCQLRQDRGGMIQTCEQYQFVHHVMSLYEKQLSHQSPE
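medium = Bis-Tris buffer pH 6.0, 2.5 mM DTT, 0.005% Tween 20 | test system = STEP (striatal-enriched tyrosine phosphatase) enzyme, cell-free | measure = normalized % inhibition | compound dosing = 20 µM, 1% DMSO | also added = 25 µM OMFP | schedule = reaction 20 min, ambient temperature | measured by = fluorescence read at 480 nm ex / 540 nm em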
SUMO1 PPI mod: alters human SUMO1 binding to SIM partners; P63165; SUMO1 binding to a labelled peptide, TR-FRET, 1 h; inhibition, % at 20 µM; 360,000 compounds, 0.33% hits; AID 602429; in the data active = inhibition above about 37%
Target sequence (P63165 whole entry, looked up): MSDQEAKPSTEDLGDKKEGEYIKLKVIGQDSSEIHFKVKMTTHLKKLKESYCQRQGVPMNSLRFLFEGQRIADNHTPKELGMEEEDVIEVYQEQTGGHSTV
Rpn11 block: inhibitors of human proteasome Rpn11 | calls only at 20 µM | 360,000 compounds, 0.59% hits | AID 588493 | human 26S proteasome, Ub4-pepOG fluorescence polarization; 20S core pre-blocked with epoxomicin;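 active = inhibition at 20 µM, scaled to each plate's controls, above about 33%, limit read from the data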
LMPTP inh: blocks human LMPTP phosphatase; inhibition, % at 20 µM; 360,000 compounds, 0.22% hits; P24666; recombinant LMPTP-A, OMFP fluorogenic substrate, fluorescence intensity;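 active = compounds that cut the enzyme signal by at least half of the control window in the single-dose screen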;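 note: plate controls were DMSO wells with enzyme plus substrate for no effect and substrate without enzyme for full effect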
Target sequence (P24666 whole entry, looked up): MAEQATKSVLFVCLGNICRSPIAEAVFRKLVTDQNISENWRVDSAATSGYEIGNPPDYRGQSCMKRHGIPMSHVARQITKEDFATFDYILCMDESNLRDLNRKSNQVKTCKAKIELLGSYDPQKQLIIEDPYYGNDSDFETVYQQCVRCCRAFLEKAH
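Test system: LMPTP-A phosphatase enzyme; input: 0.625 nM LMPTP-A final; reagent: OMFP substrate, 400 µM final; compound dosing: 20 µM single dose, 3% DMSO; incubation: 50 min dark incubation at room temperature; measured by: endpoint fluorescence intensity from OMFP dephosphorylation; measure: % inhibition relative to no-enzyme and uninhibited control wells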
NadD block: blocks S. aureus nicotinate mononucleotide adenylyltransferase; purified NadD enzyme, colorimetric absorbance read-out; AID 602399; 360,000 compounds, 0.78% hits; inhibition, % at 20 µM; in the data active = inhibition above about 26%; note: some compounds past the cut are filed as inactive
MsrA inhibitor: inhibitors of bovine MsrA. AID 651718. 360,000 compounds, 0.75% hits. inhibition, % at 15.5 µM. purified bovine MsrA, absorbance read-out; in the data active = inhibition above about 4.5%;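 note: 0% = vehicle wells with enzyme and 100% = reference inhibitor wells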
DNMT1 inh: inhibitors of human DNMT1. P26358. DNMT1 molecular beacon, Hinp1I cleavage, fluorescence. inhibition (reported as % activation of signal), % at 10 µM. 360,000 compounds, 0.83% hits. AID 588458; in the data active = inhibition above about 50%
CSN deneddyl inh: inhibitors of human CSN-mediated cullin deneddylation; Q92905; Purified CSN, SCF-Nedd8-OG deneddylation, fluorescence polarization; inhibition, % at 12.5 µM; 360,000 compounds, 0.38% hits; AID 651999;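 active = pattern-corrected inhibition above about 35%, with an unprinted fluorescence ratio check between 0.5 and 1.5, limit read from the data, passing the limit was not always enough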;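 note: 0% = enzyme with substrate and 100% = substrate without enzyme; some results filed as inactive read as strong as hits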
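Assay system: HEK293T-derived human Csn5 enzyme; quantity: 0.24 nM enzyme; medium: Tris/NaCl/DTT buffer, pH 7.5; also added: substrate SCFSkp2-Nedd8OG, 10 nM; doses: 12.5 µM compound; schedule: 90 min reaction at room temperature; signal: FP; read-out: % inhibition of substrate cleavage by Csn5; benchmarks: substrate-only high control, full reaction low control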
Scp-1 inhibitor: blocks human Scp-1 phosphatase activity | Q9GZU7 | Recombinant Scp1, phosphopeptide, malachite green phosphate absorbance | inhibition, % at 20 µM | 340,000 compounds, 0.88% hits;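 active = inhibition above about 50% at 20 µM, limit read from the data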;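 note: plate controls were DMSO wells with enzyme for no effect and wells lacking enzyme for full effect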
Target sequence (Q9GZU7 76-261 limits assumed): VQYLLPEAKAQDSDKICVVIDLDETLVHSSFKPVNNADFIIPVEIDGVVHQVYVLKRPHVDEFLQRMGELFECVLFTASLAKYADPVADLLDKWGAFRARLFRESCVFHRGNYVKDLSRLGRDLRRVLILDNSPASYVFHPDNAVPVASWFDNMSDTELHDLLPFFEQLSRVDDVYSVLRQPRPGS
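Test system: SCP-1 phosphatase catalytic domain, residues 76-261; measured by: colorimetric phosphate reagent with accelerator and stabiliser, absorbance at 630 nm; timing: enzyme reaction 45 min at room temperature, colour 5 min, stabilisation 30 min; also added: Phosphorylated 17-residue peptide substrate; compound dosing: one concentration, 20 µM, with 1.0% DMSO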
TbMetRS inhib: blocks T. brucei methionyl-tRNA synthetase activity. AID 624268. 360,000 compounds, 0.4% hits. purified T. brucei MetRS, ATP depletion, Kinase-Glo luminescence. inhibition, % at 11.9 µM;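 active = inhibition above a per-plate cutoff of the control wells' mean inhibition plus 3 SD, cut at about 5.5% in these data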;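 note: 0% = DMSO wells median and 100% = median of wells with control inhibitor compound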
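Material: parasite MetRS enzyme / Replication: singlicate, one well per compound / Signal: luminescence of leftover ATP / Schedule: 2 h aminoacylation at 25 °C after 15 min preincubation / Medium: HEPES-MgCl2-KCl buffer plus DTT, spermine, BSA, pyrophosphatase / Doses: 11.9 µM single point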
The depositor's hits bear a star; i = inactive; / = not tested or not shown.

The first 13 entries, ahead of the listing:
SMILES	STEP inh	SUMO1 PPI mod	Rpn11 block	LMPTP inh	NadD block	MsrA inhibitor	DNMT1 inh	CSN deneddyl inh	Scp-1 inhibitor	TbMetRS inhib
C[C@@H]1CN([C@@H](C)CO)S(=O)(=O)c2ccc(C#CC(C)(C)O)cc2O[C@H]1CN(C)C(=O)C1CCCCC1	2	3	i	-1.8	-1	-0.2	0	6	/	-0.9
CN(Cc1ccccc1)C(NC(=O)c1ccccc1)C(Cl)(Cl)Cl (stereo not drawn)	-2	0	i	1.3	-2	-1.3	-9	-2	-8	0.1
CC1=NN(c2ccccc2)C(=O)C1N=Nc1ccccc1 (stereo not drawn)	-1	-8	i	0.7	-2	0.2	-1	2	-5	-0.5
CCCC1(C(=O)OC)NC(c2cc(OC)c(OC)c(OC)c2)C2C(=O)N(CC)C(=O)C21 (stereo not drawn)	-1	-1	i	0.8	2	0.0	0	-8	3	0.1
O=C(Cn1c(COc2ccccc2)nc2ccccc21)Nc1cc(Cl)ccc1Cl	5	-2	i	-1.0	4	0.3	47	3	12	-1.5
CC(Sc1nncn1C)C(=O)NCc1ccc2c(c1)OCO2 (stereo not drawn)	-1	8	i	-3.5	-2	-1.2	-1	-3	-7	0.4
Cn1c(N)c(C(=O)COC(=O)Cc2ccc(F)cc2)c(=O)n(C)c1=O	1	6	i	-1.2	-4	0.6	1	3	-7	-0.3
C=CCC1(CC=C)CCCN1C(=O)c1cc(COc2cccc(OC)c2)on1	2	3	i	5.3	6	-0.2	11	-1	-8	0.0
C=CCNC(=O)c1cc(-c2cccnc2)nc2ccccc12	-3	-9	i	-1.0	-4	2.1	1	-4	-9	-1.1
O=C(NCc1ccc(F)cc1)c1ccc(Cl)c(NC2=NC3CS(=O)(=O)CC3S2)c1 (stereo not drawn)	-2	-6	i	0.2	1	1.7	1	-3	-9	0.3
O=[N+]([O-])c1ccc(/C=N/Nc2nc(N3CCOCC3)nc(N3CCOCC3)n2)cc1	4	-23	i	-1.5	-4	/	1	-6	/	0.0
O=C(CC1OC(=O)c2ccccc21)NNC(=O)c1ccc(F)cc1 (stereo not drawn)	-1	1	i	-1.2	-3	0.5	-2	0	-9	0.2
COc1ccc(N(CC(=O)N/N=C(\C)c2ccc(C)cc2)S(=O)(=O)c2ccccc2)cc1	1	3	i	-1.6	-7	0.4	7	0	-12	-0.2

The listing, from the start:
SMILES	STEP inh	SUMO1 PPI mod	Rpn11 block	LMPTP inh	NadD block	MsrA inhibitor	DNMT1 inh	CSN deneddyl inh	Scp-1 inhibitor	TbMetRS inhib
C[C@@H]1CN([C@@H](C)CO)S(=O)(=O)c2ccc(C#CC(C)(C)O)cc2O[C@H]1CN(C)C(=O)C1CCCCC1	2	3	i	-1.8	-1	-0.2	0	6	/	-0.9
CN(Cc1ccccc1)C(NC(=O)c1ccccc1)C(Cl)(Cl)Cl (stereo not drawn)	-2	0	i	1.3	-2	-1.3	-9	-2	-8	0.1
CC1=NN(c2ccccc2)C(=O)C1N=Nc1ccccc1 (stereo not drawn)	-1	-8	i	0.7	-2	0.2	-1	2	-5	-0.5
CCCC1(C(=O)OC)NC(c2cc(OC)c(OC)c(OC)c2)C2C(=O)N(CC)C(=O)C21 (stereo not drawn)	-1	-1	i	0.8	2	0.0	0	-8	3	0.1
O=C(Cn1c(COc2ccccc2)nc2ccccc21)Nc1cc(Cl)ccc1Cl	5	-2	i	-1.0	4	0.3	47	3	12	-1.5
CC(Sc1nncn1C)C(=O)NCc1ccc2c(c1)OCO2 (stereo not drawn)	-1	8	i	-3.5	-2	-1.2	-1	-3	-7	0.4
Cn1c(N)c(C(=O)COC(=O)Cc2ccc(F)cc2)c(=O)n(C)c1=O	1	6	i	-1.2	-4	0.6	1	3	-7	-0.3
C=CCC1(CC=C)CCCN1C(=O)c1cc(COc2cccc(OC)c2)on1	2	3	i	5.3	6	-0.2	11	-1	-8	0.0
C=CCNC(=O)c1cc(-c2cccnc2)nc2ccccc12	-3	-9	i	-1.0	-4	2.1	1	-4	-9	-1.1
O=C(NCc1ccc(F)cc1)c1ccc(Cl)c(NC2=NC3CS(=O)(=O)CC3S2)c1 (stereo not drawn)	-2	-6	i	0.2	1	1.7	1	-3	-9	0.3
O=[N+]([O-])c1ccc(/C=N/Nc2nc(N3CCOCC3)nc(N3CCOCC3)n2)cc1	4	-23	i	-1.5	-4	/	1	-6	/	0.0
O=C(CC1OC(=O)c2ccccc21)NNC(=O)c1ccc(F)cc1 (stereo not drawn)	-1	1	i	-1.2	-3	0.5	-2	0	-9	0.2
COc1ccc(N(CC(=O)N/N=C(\C)c2ccc(C)cc2)S(=O)(=O)c2ccccc2)cc1	1	3	i	-1.6	-7	0.4	7	0	-12	-0.2
C/C(NCc1cccnc1)=C(\C#N)C(=O)NCc1ccccc1	-2	1	i	0.5	3	0.5	-1	-3	9	-1.0
Cc1cccc(C(=O)NC(=S)Nc2ccccc2C(F)(F)F)c1	1	2	i	2.8	-7	-0.1	-1	-11	-7	0.2
O=C1NCCCc2c1no[n+]2[O-]	-1	-4	i	0.3	0	0.4	7	2	-4	-0.1
Cc1nnc(NC(=O)c2cccc(S(=O)(=O)N3CC(c4ccccc4)CC3=O)c2)s1 (stereo not drawn)	8	2	i	-0.6	0	0.0	0	-5	0	-0.2
CC(C)(C)NC(=O)c1ccccc1-c1nc2ccccc2s1	1	-1	i	-0.2	-4	0.4	2	-5	-16	-0.4
CCCC(=O)Nc1ccc(S(=O)(=O)Nc2cc(OC)ncn2)cc1	-4	5	i	0.5	1	1.0	0	2	-5	0.4
Cc1ccc(C)c(OCC(O)CNC2CCCC2)c1 (stereo not drawn)	-2	-1	i	-1.8	-8	-1.5	3	2	4	0.0
O=C(Cn1cc(F)c(=O)[nH]c1=O)c1ccco1	1	-4	i	-1.0	-3	1.1	22	6	/	0.1
CCc1ccccc1NC(=O)C(C)n1nc([N+](=O)[O-])c(Br)c1C (stereo not drawn)	-1	-1	i	-0.3	-1	0.6	1	-4	6	-0.6
COc1ccc(OC)c(-n2c(=S)[nH]c3cc(C(=O)N4CCC(C(N)=O)CC4)ccc3c2=O)c1	-6	4	i	-0.9	-1	-0.5	1	3	-10	0.2
CC(C)COc1ccc(/C=C2/Sc3ccccc3C2=O)cc1	-1	-7	i	3.1	0	-1.5	1	2	-15	-1.0
Cc1noc(C)c1COc1ccc(C(=O)OCC(=O)Nc2ccc3ccccc3c2)cc1	-1	1	i	3.9	-8	2.1	-8	3	-22	-0.5

(next part)
SMILES	STEP inh	SUMO1 PPI mod	Rpn11 block	LMPTP inh	NadD block	MsrA inhibitor	DNMT1 inh	CSN deneddyl inh	Scp-1 inhibitor	TbMetRS inhib
O=C(Nc1cccnc1)c1ccc(Cl)c(S(=O)(=O)N2CCc3ccccc32)c1	2	4	i	-1.1	-1	-1.1	-3	6	12	-0.2
CCOc1ccc(OCCSc2nc3ccccc3c(=O)[nH]2)cc1	2	4	i	-2.1	-3	0.6	-1	-2	0	-0.5
Cc1ccc(S(=O)(=O)Cn2nnnc2C(C(C)C)N2CCC(O)CC2)cc1 (stereo not drawn)	-2	0	i	-0.5	5	0.2	3	7	-7	-0.4
Cc1nnc(N/N=C/c2c(Cl)cccc2Cl)n1N	-4	-2	i	-0.4	-3	-0.2	3	-7	2	0.8
N#CCCN(C(=O)COc1ccc(F)cc1Br)c1ccccc1F	4	-1	i	-1.8	-11	0.7	0	-4	-2	-0.2
O=C(CCC(=O)NC1CC1)Nc1nnc(C2CCCCC2)s1	-1	0	i	0.8	-2	-2.4	6	4	1	-0.1
O=C(COC(=O)C1CC2CCCC(C1)C2=O)NNC(=O)c1ccccc1Br (stereo not drawn)	-2	-1	i	-0.6	-2	-0.1	3	2	-4	-0.3
CC1(Cc2ccc3c(c2)OCO3)NC(=O)NC1=O (stereo not drawn)	0	0	i	-2.4	3	1.3	-3	-2	-2	0.5
C/C(=N\N(C)C)c1ccc(OCCOc2ccc([N+](=O)[O-])cc2)cc1	-1	-17	i	0.9	-5	0.1	-5	1	-11	0.3
CC12CCC(=O)N1C(C(=O)Nc1nc3c(F)cc(F)cc3s1)CS2 (stereo not drawn)	2	1	i	0.6	2	0.4	-1	1	2	-0.6
O=c1c2cc(Cl)ccc2nc(-c2ccc([N+](=O)[O-])cc2)n1O	5	-18	i	3.1	1	-0.6	1	-7	-3	-0.2
CCN(c1cccc(C)c1)S(=O)(=O)c1c(C)[nH]c(=O)[nH]c1=O	-6	2	i	-2.4	4	-1.0	3	6	2	-0.1
CN(C)CCNC(=O)NC(=O)c1ccc(Cl)cc1	1	0	i	-0.9	5	1.4	-6	4	-8	-0.1
CC(=O)c1cccc(NC(=O)N(c2ccccc2)c2ccccc2)c1	-2	0	i	-0.5	-8	-1.3	1	-1	-10	-1.3
CCCCCCCC(=O)OC(CN1CCCCC1)CN1CCCC1=O (stereo not drawn)	1	-2	i	-0.5	2	1.6	-1	2	-5	-0.4
COc1ccc(NC(=O)CSc2nc(=O)n(CCN(C)C)c3c2CCCC3)cc1	2	9	i	-0.2	-2	1.4	3	-1	-4	-0.1
Clc1ccc(Oc2ncnc3oc(-c4ccccc4)cc23)cc1	3	12	i	0.5	5	0.2	56*	-1	-3	-1.8
Cc1cccc(N(CC(=O)NCc2ccc(F)cc2)C(=O)c2ccco2)c1	-1	-1	i	1.0	5	-0.9	-1	-1	-3	0.0
CC(C)NC(=O)N(C)C[C@H]1Oc2c(NS(=O)(=O)c3ccccc3)cccc2C(=O)N([C@H](C)CO)C[C@@H]1C	-1	2	i	-0.6	4	-0.3	1	-2	-5	0.2
COc1cccc(Nc2ncnc3c2cnn3-c2cccc(C)c2)c1	-1	-1	i	2.9	0	2.6	-4	4	-1	-0.7
Cc1ccc(S(=O)(=O)N2CCN(c3ccc([N+](=O)[O-])c(NCCN4CCOCC4)c3)CC2)cc1	4	-10	i	3.7	-9	3.0	14	5	1	-0.2
